# Rad51 HR inh = Rad51 (human) homologous recombination inhibition; Q06609; hRad51 DNA strand exchange, fluorescence dequenching; inhibition, % at 10 µM; 200,000 tested, 0.085% active; AID 1385;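 active means inhibition above 40% at the single screening dose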;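 further: 0% = DMSO control wells and 100% = blanks with heterologous ssDNA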
#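 Test system: preformed human Rad51 ssDNA filaments. Compound dosing: single dose, 10 µM final compound. Incubation: filaments 15 min 37 °C, then compound 30 min. Technique: FRET fluorescence dequenching, excitation 485 nm, emission 520 nm. Read-out basis: percent inhibition from fluorescence, normalised to plate control and blank means. Benchmarks: plate controls and plate blanks.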
# eIF4E-4G inh = eIF4E/eIF4G interaction inhibition in translation initiation. TR-FRET eIF4E-eIF4GI(517-606) binding, 2 h. inhibition, % at 21.7 µM. 220,000 tested, 0.37% active;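 further: 0% = full FRET control wells and 100% = background wells lacking eIF4GI fragment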
# KCC2 mod = modulates chloride dependent transport by human KCC2 | 190,000 tested, 2.2% active | B-score of Tl+ flux slope (higher = more flux/activation; lower = inhibition) at 10 µM | KCC2 cells, thallium flux FluoZin-2 fluorescence;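 active means thallium flux slope and its plate-corrected score both differing from the plate sample mean at a set confidence after two filtering rounds, in either direction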;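 further: slope of fluorescence scaled to starting intensity during 10 to 20 s after thallium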
# Thrombin inh = inhibitors of human thrombin; P00734; AID 1046; 220,000 tested, 0.26% active; alpha-thrombin, Boc-VPR-AMC fluorogenic substrate cleavage; inhibition, % at 5 µM;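 active means inhibition at or above 40%; inactive means inhibition below 40%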;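 further: 0% = enzyme with no compound and 100% = wells without enzyme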
#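 Assay system: human alpha-thrombin enzyme. Reagent: Boc-VPR-AMC substrate, 15 µM final. Compound dosing: one concentration per compound, 5 µM, with 0.2% DMSO. Incubation: room-temperature reaction. Technique: AMC fluorescence, 355/460 nm. Measure: % inhibition relative to enzyme controls and enzyme-free blanks.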
# Furin inhibitor = inhibitors of human furin. purified furin, fluorogenic substrate cleavage. 220,000 tested, 0.061% active. P09958. inhibition, % at 30 µM; in the data active means inhibition above about 25%; further: inactives centre near -15
# Target sequence (P09958 108-714 limits assumed): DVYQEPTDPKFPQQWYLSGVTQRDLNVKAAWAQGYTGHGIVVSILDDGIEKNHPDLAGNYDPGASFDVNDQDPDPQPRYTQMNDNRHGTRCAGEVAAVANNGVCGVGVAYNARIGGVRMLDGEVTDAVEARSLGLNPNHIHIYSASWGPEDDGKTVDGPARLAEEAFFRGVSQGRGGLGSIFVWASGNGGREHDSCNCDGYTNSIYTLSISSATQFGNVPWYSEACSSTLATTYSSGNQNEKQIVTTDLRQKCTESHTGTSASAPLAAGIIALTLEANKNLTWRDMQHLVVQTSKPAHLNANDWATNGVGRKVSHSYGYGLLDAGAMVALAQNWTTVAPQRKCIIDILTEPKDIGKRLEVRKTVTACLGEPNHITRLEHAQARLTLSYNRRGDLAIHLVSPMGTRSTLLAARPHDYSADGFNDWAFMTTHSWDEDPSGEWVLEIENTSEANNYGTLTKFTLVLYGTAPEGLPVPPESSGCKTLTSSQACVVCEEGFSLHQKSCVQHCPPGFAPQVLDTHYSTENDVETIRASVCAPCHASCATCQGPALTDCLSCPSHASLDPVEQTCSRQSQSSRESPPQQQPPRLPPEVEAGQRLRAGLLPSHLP
# NCF1 inh = inhibitors of human p47phox binding; p47phox/p22phox peptide binding, fluorescence polarization, 2 h; inhibition, % at 24.7 µM; 220,000 tested, 0.53% active; AID 1274;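 further: 0% = p47phox with labelled peptide and 100% = labelled peptide alone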
# KLK5 inh = inhibitors of human kallikrein 5. Q9Y337. recombinant hK5, fluorogenic AMC substrate cleavage. inhibition, % at 5 µM. 210,000 tested, 0.59% active;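 active means inhibition of 40% or more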;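 further: 0% = enzyme controls without compound and 100% = no-enzyme blanks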
# Target sequence (Q9Y337 67-293 limits assumed): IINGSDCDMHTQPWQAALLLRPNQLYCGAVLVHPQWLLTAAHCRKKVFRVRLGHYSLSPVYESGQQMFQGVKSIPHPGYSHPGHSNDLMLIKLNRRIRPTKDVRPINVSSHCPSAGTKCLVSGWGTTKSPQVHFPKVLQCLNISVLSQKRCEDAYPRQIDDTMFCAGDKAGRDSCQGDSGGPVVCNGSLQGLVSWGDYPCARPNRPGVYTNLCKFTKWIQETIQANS
# 14-3-3 Bad inh = disrupts binding of bovine 14-3-3 zeta to phospho-Bad peptide; 220,000 tested, 0.71% active; P63103; inhibition, % at 21.7 µM; AID 781; TR-FRET 14-3-3zeta/Dy647-pBad peptide displacement, 1 h;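 active means inhibition above about 70%, limit read from the data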;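 further: 0% = full 14-3-3 plus peptide FRET controls and 100% = background without 14-3-3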
# EBV gp42 block = blocks Epstein-Barr virus glycoprotein 42 binding; Q1HVG2; Fluorescence polarization binding assay, mP read-out; inhibition, % (tested at 21.74 µM); 220,000 tested, 0.42% active; in the data active means inhibition above about 50%
# Target sequence (Q1HVG2 whole entry, looked up): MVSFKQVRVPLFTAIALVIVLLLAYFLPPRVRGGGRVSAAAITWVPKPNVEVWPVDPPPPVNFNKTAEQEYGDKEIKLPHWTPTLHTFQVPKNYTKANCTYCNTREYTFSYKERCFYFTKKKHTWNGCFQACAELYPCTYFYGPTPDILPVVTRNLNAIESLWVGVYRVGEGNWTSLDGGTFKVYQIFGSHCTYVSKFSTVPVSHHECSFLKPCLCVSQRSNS
# * = called active by the depositor; x = no result given; [ ] = remark or other dose.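 How the source made its calls, unless noted: active means inhibition above about 30% (limit read from the data); inactive means the rest.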 Outcome played no part in choosing rows. Share with any hit: about 4.7%.
SMILES,Rad51 HR inh,eIF4E-4G inh,KCC2 mod,Thrombin inh,Furin inhibitor,NCF1 inh,KLK5 inh,14-3-3 Bad inh,EBV gp42 block
CCOc1cccc(N2C(=O)CC(n3cnc4ccccc43)C2=O)c1 (centres undefined),-3,5,-0.063,2,-19[20 µM],-8,14,4,2
CC1CCC(C(C)C)C(OCC[N+](C)(C)C)C1 (centres undefined),-8,6,-3.7,-6,-14,5,3,29[fluorescence artefact?],-87
Clc1ccc(Cn2cccc2C2=NCCO2)cc1,6,7,x,20,-15,-5,25,0,4
COc1ccc(Cl)cc1NC(=O)CN(C)C1CCCCC1,-1,-5,-0.26,-11,0[20 µM],-13,3,-12[fluorescence artefact?],-7
O=C(O)c1cccc(NC(=S)N/N=C/c2cccnc2)c1,20,5,-0.44,3,-25,-4,-4,-12,-28
COc1cc(SC)ccc1C(=O)OCC(=O)NC(=O)NC(C)C,1,0,0.007,-9,-18,-7,-6,-5,-9
COc1ccc2c(c1)C(C)=CC(C)(C)N2C(=O)C(C)N1C(=O)c2ccccc2C1=O (centres undefined),-1,-1,0.055,5,-28[20 µM],-8,-18,9,-15
Nc1nn(-c2ccccc2)nc1C(=O)OCc1ccccc1,11,4,0.72,3,-34,-14,-5,3,-15
O=C(CNC(c1ccccc1)c1ccccc1)Nc1c(F)cccc1F,-10,3,-0.72,-12,-21,-7,-23,-11[fluorescence artefact?],-11
N#CC1=C(N)OC2=C(C(=O)CC(c3ccccc3)C2)C1c1ccc2c(c1)OCO2 (centres undefined),x,-2[fluorescence artefact?],-0.9,4,-24,-15,-4,-10,0
COc1ccc(/C=N/NC(=O)c2cccnc2)cc1Cn1nc([N+](=O)[O-])c(Br)c1C,-4,-1,x,-9,-13,8,-4,-4,2
Cc1ccc(S(=O)(=O)N2CCOCC2)cc1NC(=O)CSc1nnnn1C,-11,1,1.8,-3,-19,-3,1,-5,-4
O=C(CN1CCN(c2ccccn2)CC1)Nc1cccc(S(=O)(=O)N2CCOCC2)c1,x,2,-0.77,-9,-17,-7,0,-4,-21
CCOc1ccc(C(=O)OCCCN(C)C)cc1,x,2[fluorescence artefact?],0.67,-9,-26,-13,-20,13,5
O=C(CN1C(=O)c2cccc3cccc1c23)Nc1cccnc1,-15,0[fluorescence artefact?],0.28,-6,-33[20 µM],-7,-15,4,-3
COc1cccc(CN2C(=O)CCC2(C)C(=O)NC2CCCC2)c1 (centres undefined),7,1,0.36,-4,-3[20 µM],-1,-5,-6,4
CCCC(=O)OC1CC(C)N(C(=O)c2ccccc2)c2ccc(C)cc21 (centres undefined),0,5,-1.3,4,-10[20 µM],4,-4,4[fluorescence artefact?],-4
CC(=O)N1CCC(N(CCN2CCOCC2)C(=S)Nc2ccc(C)cc2)CC1,0,0,1.1,2,-31,-5,1,-14,-19
CCOc1ccc(NC(=O)c2ccccc2NC(=O)CN2CCN(C(C)=O)CC2)cc1,-1,7,0.28,23,-23,-23,33,-8,-1
Cc1ccc(-c2csc3ncnc(SCC(N)=O)c23)cc1,7,2,7.9*,0,-39,-28,0,-11,2
O=c1c2ccccc2nc(SCc2ccc([N+](=O)[O-])cc2)n1CCCO,-8,-1[fluorescence artefact?],0.26,-3,-10,-5,-2,-7,-4
CC(=O)c1cc2c(cc1NC(=O)CSc1nc3ccccc3[nH]1)OCO2,9,0[fluorescence artefact?],-0.12,-10,-6,3,-13,7,-8
CCN(C(C)=O)c1nc(CCl)cs1,-130,2,-0.047,-3,-26,-1,-3,-10,-2
N/C(=N\OC(=O)CCCN1C(=O)c2ccccc2C1=O)c1ccccn1,7,0,-0.15,0,-14,-3,3,-2,-4
O=C(Nc1ccc(-c2noc(-c3ccccc3F)n2)cc1)c1cccs1,x,2[fluorescence artefact?],1.5,-4,-38,-18,-29,9,-2
Cc1nc(SCC(=O)NCc2cccs2)nc(C)c1C,-66,3,1.2,-14,-31,-11,6,-7,-11
COC(=O)/C(=C\Nc1cccc(Cl)c1C)c1ncc(C(F)(F)F)cc1Cl,79*,0,-0.2,18,-23[20 µM],0,39,1,-20
Cc1cccc(NC(=S)/N=C(\N)Nc2nc(C)c3cc(C)ccc3n2)c1,-6,-7,-0.31,12,-7,-14,1,-2,1
COc1ccc(-c2c(C#N)c(SCc3c(C)noc3C)nc3c2C(=O)CC(C)(C)C3)cc1,x,-8,x,-6,-10[20 µM],-19,-10,1,-8
COc1ccccc1NS(=O)(=O)c1cccc(NC(=O)c2cc3ccccc3oc2=O)c1,20,-3,0.086,-2,-16,1,-2,-2,-2
c1ccc(N2CCN(c3ncnc4scc(-c5cccs5)c34)CC2)cc1,1,0,-0.26,0,-10[20 µM],-20,-3,-15,-18
CCC(=O)OCc1c(C(F)(F)F)nn(C)c1Sc1ccc(F)cc1,8,2,-0.47,1,-6,-8,6,-4,2
CSc1ncccc1C(=O)Nc1ccc(F)c(F)c1F,-20,3,0.91,-10,-8,7,-11,0,-12
Cc1oc(-c2ccc(C(F)(F)F)cc2)nc1CN(Cc1ccccn1)C[C@@H]1CCC(=O)N1,-11,2,x,-1,-25,-12,x,-10,0
COc1ccc(NC(=O)C/C(C)=N/NC(=O)c2cnccn2)cc1,x,0,-0.11,-5,-15,0,x,-4,2
Cc1nc2c(cc1C(=O)N/N=C/c1ccc(O)c(O)c1)c(=O)n(C)c(=O)n2C,2,-1,0.012,-7,-20,-1,-7,-4[fluorescence artefact?],-8
O=C(NCCCN1CCOCC1)c1cc2c(s1)CCCC2,9,-3,1.3,0,-6,-4,2,54[fluorescence artefact?],-26
C=CCNC(=S)/C(=C(/[O-])c1ccc([N+](=O)[O-])cc1)[n+]1ccccc1,2,0,-0.83,-3,-26,-5,-2,-7,9
CCc1ccc(OCC(O)CN2CCC(CN3C(=O)c4cccc5cccc(c45)C3=O)CC2)cc1 (centres undefined),x,7[fluorescence artefact?],0.91,-5,-5,-4,-8,11,13
Cc1c(Br)cc(C(=O)NCc2ccco2)c(C)c1C,-3,-4,-0.27,3,-15,-26,-27,-3,-10
Cc1ccc(-c2c(C)sc3ncn(CC(=O)N4CCOCC4)c(=O)c23)cc1C,17,-5,0.5,-6,-29,-22,-3,-1,-5
CC(C)OC(=O)CSc1nnc(-c2ccc(C(C)(C)C)cc2)n1N,6,2,-0.21,0,-9[20 µM],-9,-2,-11,-29
Cc1nc(SCC(=O)O)n[nH]1,15,-2,-0.26,-5,-21,-2,-3,-4,3
Cc1cc(Nc2cccc(C(F)(F)F)c2)n2nc(C)nc2n1,-5,4,-0.38,-2,-9,7,-1,-21,-1
CCc1ccc(Nc2oc(C)cc(=O)c2C(C)=O)cc1,-9,6,x,4,-3,-5,7,3,0
CCc1nnc(NC(=O)CCN(c2ccc(C)cc2)S(=O)(=O)c2ccccc2)s1,2,-27,-0.073,47*,-3,-2,29,19[fluorescence artefact?],-24
CCN(CC)CCC(=O)c1ccc(F)cc1,0,2,1.3,-5,-23,-4,3,4,-18
Cn1c(CCN2CCN(c3ccc(F)cc3)CC2)nc2cc(NC(=O)c3ccco3)ccc21,-1,-3[fluorescence artefact?],x,-2,-19,-6,-5,8[fluorescence artefact?],5
Cc1ccc(N2C(=O)c3ccccc3C2Nc2ccc(S(=O)(=O)N3CCCCC3)cc2)nc1 (centres undefined),1,1,-0.91,3,-6,-52,-15,-17,-11
COc1ccccc1CNCc1cccs1,24,-5[fluorescence artefact?],x,-3,-17,2,-6,1[fluorescence artefact?],-19
Cc1nn(-c2ccccc2)c(C)c1NC(=O)COc1ccc(Br)cc1Cl,-4,2,-0.038,-3,-22,-3,9,-12,-16
Cc1cccc(C)c1NC(=S)N(CCc1ccncc1)C(C)C,x,-4,0.22,-1,-21,-2,x,-15,-7
O=C(N/C(=C\c1ccco1)C(=O)N1CCOCC1)c1ccco1,5,0,0.064,0,-11,-7,-3,-7,-11
Cc1cc(C)c2cc(CN(CC3CCCO3)S(=O)(=O)c3ccc4c(c3)OCCO4)c(=O)[nH]c2c1 (centres undefined),7,-5,-0.35,1,-18,-10,-5,11[fluorescence artefact?],-10
COc1ccc([N+](=O)[O-])cc1NC(=O)COC(=O)C=C(C)C,-3,1,0.23,-3,-11,-7,-1,9,-1
CC1(C)Cc2c(sc(NC(=O)c3ccc(Br)o3)c2C#N)CO1,0,6,0.51,4,9[20 µM],-8,16,-7,-6
O=C(COC(=O)[C@H](Cc1ccccc1)NC(=O)c1cccs1)NC1CCCCC1,2,6,-0.37,-10,-19,-12,-4,3[fluorescence artefact?],-13
COc1ccc2[nH]c(=O)c(CN(CCO)S(=O)(=O)c3ccc4c(c3)OCCO4)cc2c1,x,5,0.61,0,-19,-6,1,8,-12
COc1ccc2c(=O)c(-c3ccccc3C)c(C)oc2c1,0,-3,-0.55,1,-22,4,-7,-3,-12
O=C(NCCc1csc(-c2ccccc2)n1)c1cccs1,-2,-1,x,-5,-11,-14,-4,2,-6

# At a glance, some entries already given.
SMILES,Rad51 HR inh,eIF4E-4G inh,KCC2 mod,Thrombin inh,Furin inhibitor,NCF1 inh,KLK5 inh,14-3-3 Bad inh,EBV gp42 block
CC1(C)Cc2c(sc(NC(=O)c3ccc(Br)o3)c2C#N)CO1,0,6,0.51,4,9[20 µM],-8,16,-7,-6
O=C(COC(=O)[C@H](Cc1ccccc1)NC(=O)c1cccs1)NC1CCCCC1,2,6,-0.37,-10,-19,-12,-4,3[fluorescence artefact?],-13
COc1ccc2[nH]c(=O)c(CN(CCO)S(=O)(=O)c3ccc4c(c3)OCCO4)cc2c1,x,5,0.61,0,-19,-6,1,8,-12
COc1ccc2c(=O)c(-c3ccccc3C)c(C)oc2c1,0,-3,-0.55,1,-22,4,-7,-3,-12
O=C(NCCc1csc(-c2ccccc2)n1)c1cccs1,-2,-1,x,-5,-11,-14,-4,2,-6

# Additional structures:
SMILES,Rad51 HR inh,eIF4E-4G inh,KCC2 mod,Thrombin inh,Furin inhibitor,NCF1 inh,KLK5 inh,14-3-3 Bad inh,EBV gp42 block
O=C(CC1C(=O)NCCN1CC(c1ccccc1)c1ccccc1)NCCc1cn[nH]c1 (centres undefined),x,2,0.81,-3,-23,2,x,-13,-5
COc1ccccc1CNC(=O)C1Cc2ccccc2C(=O)O1 (centres undefined),5,-2,-1.4,-11,-17,0,-9,0,-15
COc1ccc2cnn(-c3ccccc3C)c(=O)c2c1OC,-1,5,0.077,3,-19,-7,-29,1,-16
CCOC(=O)C1CCCC(NS(=O)(=O)c2ccc(NC(C)=O)cc2)C1 (centres undefined),7,0,x,3,-22[20 µM],-4,0,-3,-16
O=C(Cc1ccccc1)Nc1ccc(N2CCCC2)cc1,-7,x,1,-3,-18[20 µM],7,-7,x,-11
S=C1NC2=C(CCCC2)C2(CCCCC2)N1,0,4,1.2,0,0[20 µM],-7,-12,-11,-7
CCS(=O)(=O)N1Cc2ccccc2CC1C(=O)Nc1nc2c(C)cccc2s1 (centres undefined),-5,0,0.36,4,-4,-38,-18,-19,-37
C/C(=N/NC(=O)c1cn(-c2cccc(C)n2)cn1)c1ccc(C)cc1,0,2,0.23,2,-11[20 µM],-12,-25,12,6
CCOC(=O)C1=C(C)OC(N)=C(C#N)C1c1cc(SCC)oc1C (centres undefined),1,-4,-0.044,2,-36,-12,1,-9,-3
COC(=O)CSc1nc2[nH]ncc2c(=O)[nH]1,11,0,0.31,-6,-26,1,-10,4,-13
O=[N+]([O-])c1ccc(F)cc1OCc1nc(-c2cccs2)no1,0,3,-0.16,3,-22,1,-8,-16,-1

# Assay outcomes deposited in PubChem by several laboratories.
